# High-throughput results deposited in PubChem BioAssay by National Center for Advancing Translational Sciences (NCATS).
# GLP1R inv ag – acts as inverse agonist at human GLP-1 receptor. HEK293 GLP-1R CRE-luciferase, luminescence, 24 h; GLP-1R form is constitutively active. Potency, µM (doses to about 38.3 µM), without a hit: at the highest dose activity change, negative = inhibition, most hits filed as inhibitors. 410,000 tested, 1.6% active. P43220; note: potency is the fitted concentration of half-maximal effect; % is set by controls: 0 for no effect and ±100 for the full control effect; nearly all actives have a fitted effect of over 55% in size
#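 Assay principle: reduced luminescence from a cAMP-responsive reporter in HEK293 cells co-expressing a constitutively active GLP-1R. Conditions: 24 hr compound incubation, 37 deg C, 5% CO2.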
# DRD3 agonist – D3 dopamine receptor (human) agonism | P35462 | D3R DiscoveRx beta-arrestin cells, luminescence, 90 min | max activation, % | 410,000 tested, 0.58% active; in the data active = max activation above about 30%; note: 0% is about no effect; mostly tested at two doses, the higher about 12 µM
# Target sequence (P35462 whole entry, looked up): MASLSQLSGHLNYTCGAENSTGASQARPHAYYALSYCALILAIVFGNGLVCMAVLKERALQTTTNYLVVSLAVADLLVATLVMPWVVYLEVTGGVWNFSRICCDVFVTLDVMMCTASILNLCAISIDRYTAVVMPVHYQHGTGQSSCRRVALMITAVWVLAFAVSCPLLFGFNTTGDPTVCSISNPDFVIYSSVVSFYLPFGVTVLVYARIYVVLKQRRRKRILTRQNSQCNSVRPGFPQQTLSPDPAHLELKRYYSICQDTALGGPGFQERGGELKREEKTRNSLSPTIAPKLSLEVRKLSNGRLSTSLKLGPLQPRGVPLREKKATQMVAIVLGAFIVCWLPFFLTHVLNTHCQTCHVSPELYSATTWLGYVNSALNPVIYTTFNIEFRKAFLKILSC
#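 Agonist mode: compounds and dopamine controls were applied to plated cells for 90 min at 37 degrees C after an overnight attachment at 1500 cells/well. Luminescent read-out followed 30 - 60 minutes at room temperature with DiscoveRx detection reagent.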
# DRD3 antagonist – antagonists of human D3 dopamine receptor. max response, negative = inhibition, %. 360,000 tested, 2.5% active. D3R cells, DiscoveRx beta-arrestin luminescence, antagonist mode; stronger effect = lower value; in the data active = max response below about -50%; inconclusive = no clear call, values can overlap the other calls; note: % is set by controls: 0 for no effect and ±100 for the full control effect; mostly tested at two doses, the higher about 12 µM
#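 Cells expressing the human receptor were seeded at 1500 cells/well, incubated overnight at 37 degrees C in 5% CO2, then exposed to library compounds with dopamine controls for 90 minutes at 37 degrees C before luminescent detection.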
# PTHR1 agonist – activates the human parathyroid hormone receptor PTHR1; HEK293 GP2 PTHR1 cells, GloSensor cAMP luminescence, 1 h; Potency, µM (highest dose often 115 µM), inactives show at the top dose activation, hits mostly activators; 410,000 tested, 0.075% active; AID 743266; note: potency is the fitted concentration of half-maximal effect; nearly all actives have a fitted effect of over 55% in size; some results filed as inactive show a strong effect at the top dose; inactives centre near -15; many of its hits are not listed in these tables
# Target sequence (Q03431 whole entry, looked up): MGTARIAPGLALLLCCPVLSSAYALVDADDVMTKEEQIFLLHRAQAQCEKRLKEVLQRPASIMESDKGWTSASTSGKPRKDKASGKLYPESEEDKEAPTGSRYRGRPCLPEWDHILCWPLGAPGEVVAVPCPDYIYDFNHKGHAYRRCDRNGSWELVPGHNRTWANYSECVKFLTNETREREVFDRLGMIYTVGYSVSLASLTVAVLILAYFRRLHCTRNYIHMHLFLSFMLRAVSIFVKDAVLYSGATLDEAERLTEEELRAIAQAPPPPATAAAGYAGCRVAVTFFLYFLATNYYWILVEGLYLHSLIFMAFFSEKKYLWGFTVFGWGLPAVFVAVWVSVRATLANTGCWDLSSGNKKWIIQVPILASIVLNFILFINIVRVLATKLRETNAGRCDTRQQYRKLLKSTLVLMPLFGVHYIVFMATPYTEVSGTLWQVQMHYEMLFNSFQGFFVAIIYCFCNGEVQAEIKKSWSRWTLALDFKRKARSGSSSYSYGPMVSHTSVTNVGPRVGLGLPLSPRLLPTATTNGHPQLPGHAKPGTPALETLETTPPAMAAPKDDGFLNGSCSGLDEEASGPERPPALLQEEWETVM
#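 HEK-293-derived GP2 cells expressing PTHR1 and a GloSensor cAMP reporter, 3,000/well, plated overnight, given luciferin plus IBMX (each 0.5 mM as added) for 1 h at 37 °C, then compound for 1 h at 37 °C. Luminescence was read after 15 min at room temperature.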
# aSyn rescue – inhibitors of alpha-synuclein toxicity in yeast; Potency, µM (highest dose often 46.1 µM), inactives show top-dose growth rescue (activation), hits mostly activators; Yeast expressing alpha-synuclein, growth rescue, BacTiter-Glo, 24 h; 370,000 tested, 0.14% active; note: potency is the fitted concentration of half-maximal effect; % of control where 0% means no effect; nearly all actives have a fitted effect of over 65% in size
#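 Galactose-induced alpha-syn yeast (OD600=0.02, raffinose-pregrown) + pinned cpd, 24 hr, 30 deg C; growth by BacTiter-Glo luminescence. Growth restoration scores as activation.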
# TDP43 rescue – rescues yeast growth from TDP-43 toxicity; TDP-43 expressing yeast growth rescue, BacTiter-Glo, 24 h; Potency, µM (titrated, usually from 46.1 µM), inactives show at the top dose growth rescue (activation), actives largely listed as activators; 410,000 tested, 1.8% active; note: potency is the fitted concentration of half-maximal effect; % of control where 0% means no effect; nearly all actives have a fitted effect of over 50% in size
#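 Growth rescue of TDP-43-toxic yeast measured as ATP luminescence (BacTiter-Glo). Cells grown to mid-log in raffinose, induced in galactose at OD600=0.02, exposed to compound 24 hr at 30 deg C.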
# GLP-1R agonist – activates the human GLP-1 receptor. P43220. HEK293 GLP-1R CRE-luciferase, luminescence, 4-6 h; cells express a hypersensitive GLP-1R form. Potency, µM (highest dose often 45.6 µM), for inactives: top-dose activation, actives largely listed as activators. 380,000 tested, 0.007% active. AID 624172; note: potency is the fitted concentration of half-maximal effect; % of control where 0% means no effect
# KB-V1 MDR tox – KB-V1 MDR subline cytotoxicity; KB-V1 MDR cells viability, CellTiter-Glo, 72 h; Potency, µM (top dose mostly 46.1 µM), for the others: at the top dose activity change, negative = cytotoxicity, most hits filed as cytotoxic; 400,000 tested, 3.4% active; AID 1347076; note: potency is the fitted concentration of half-maximal effect; % is set by controls: 0 for no effect and ±100 for the full control effect; nearly all actives have a fitted effect of over 60% in size
#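 Readout: CellTiter-Glo luminescence, 10 min after addition. Cells: KB-V1 MDR subline, 72 h at 37 degrees C with compound. Analysis: corrected, normalized data fitted to concentration-effect curves.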
# HEK293 tox – cytotoxicity counter-screen for GLP-1 receptor inverse agonists; HEK293 cAMP-luciferase reporter cells, luminescence, 24 h; Potency, µM (highest dose often 38.3 µM), without a hit: at the highest dose activity change, negative = inhibition, actives largely listed as inhibitors; 410,000 tested, 0.13% active;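 note: loss of luciferase light is scored as toxicity; potency is the fitted concentration of half-maximal effect; % is set by controls: 0 for no effect and ±100 for the full control effect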
#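 To flag toxic compounds, the library was rerun on cells for 24 hr at 37 deg C and 5% CO2. Viability-linked luminescence was captured 12 min after adding luciferase detection reagent.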
# The depositor's hits bear a star; i = inactive; ? = inconclusive; . = not tested or not shown; & = joins results of further samples; [ ] = remark or other dose. Unless noted, calls come from the whole dose curve; as a rule, active = well fitted curve in the direction sought with a large enough effect; inconclusive = small, poorly fitted or top-dose-only effect, or another doubt; inactive = no such curve, though single readings can be large; an effect the other way counts as inactive or inconclusive. This is a subset, so the mix of outcomes need not match the whole.
SMILES,GLP1R inv ag,DRD3 agonist,DRD3 antagonist,PTHR1 agonist,aSyn rescue,TDP43 rescue,GLP-1R agonist,KB-V1 MDR tox,HEK293 tox
COc1ccccc1OCCNc1cc(N2CCOCC2)ccc1[N+](=O)[O-],70%[activator],-6,-3,-3%[57.5 µM],10%,?,?,?,?
COCCN(Cc1ccc(C)cc1)C(=O)[C@H]1O[C@@H](n2cnc3c(N)ncnc32)[C@H](O)[C@@H]1O,11%,10,15,-15%,-2%,21%,7%,14%,2%
Cc1occc1C(=O)N1CCCC(Nc2ccc(F)c(F)c2)C1 (stereo not drawn),?,-3,0,-3%,-8%,-1%,0%,0%,-4%
O=C(CCNC(=O)c1ccccc1Cl)NCC(c1ccco1)N1CCCC1 (stereo not drawn),2%,-6,12,-18%,0%,6%,3%,16%,2%
CN(C)S(=O)(=O)c1cccc(C(=O)NC2CCCc3ccccc32)c1 (stereo not drawn),17%,-2,-25,-21%,1%,42%,1%,-6%,9%
O=C(O)CCSCCC(=O)O,8%,2,-13,i,-3%,-9%,2%,0%,19%
COc1ccc(OC)c(/C=N/NC(=O)Cn2ccnc2C)c1,-12%,-1,-2,-15%,0%,-8%,-2%,21%,3%
CCOC(=O)C1(C)CCCCCN1C(=O)c1ccc(C(F)(F)F)nc1C (stereo not drawn),9%,7,0,i,-2%,16%,-2%,5%,7%
CC(=O)c1c(C)[nH]c(C(=O)NCc2ccccn2)c1C,59%[activator],-1,-1,-26%,-4%,-4%,-4%,9%,-1%
O=C(CSCc1cnn(-c2ccccc2)c1-n1cccc1)NCc1cccnc1,?,-9,-3,-34%[inhibitor],-3%,.,-3%,-6%,-6%
N#Cc1ccc(C(=O)NC(=S)N2CCOCC2)cc1,?,0,-17,16%,-1%,6%,2%,0%,?
CCC(=O)Nc1cccc(NC(=S)NC(=O)c2ccc(Cl)cc2Cl)c1,-6%,3,-7,-26%,5%,0%,-1%,?,-14%
O=C(C1=C[C@H](c2ccccc2)C[C@H](OCc2ccc(CO)cc2)O1)N1CCN(Cc2ccccc2)CC1,?,-35,-50*,-23%,-1%,-7%,10%,-8%,-4%
CCN1CCN(c2nc(Nc3ccccc3)nc(N)c2[N+](=O)[O-])CC1,20%,-1,-12,i,-1%,13%,-6%,5%,-5%
CC1(c2nnc(-c3ccc(Cl)cc3)o2)CC(c2cccc(Cl)c2)=NO1 (stereo not drawn),5%,2,15,-5%,1%,24%,2%,20%,4%
COc1ccccc1N(C(=O)CCl)c1cn(C(C)=O)c2ccccc12,3.2µM*,-4,-29,-28%,25%,6%,-7%,15µM*,?
COC(=O)c1ccc(-n2nnnc2SCC(=O)Nc2cc(OC)ccc2OC)cc1,-2%,6,3,i,-2%,-9%,3%,7%,-22%
COCCCNc1nc2c(S(=O)(=O)c3ccccc3)nnn2c2ccc(Cl)cc12,-4%,2,.,-8%,.,15%,.,22%,31%[activator]
Cc1cc(N2C(=O)C3C4CC(C(Br)C4Br)C3C2=O)no1 (stereo not drawn),2%,-6,6,i,6%,-5%,0%,?,0%
COc1ccc(NC(=S)N(CCC(C)C)C(C)c2ccncc2)cc1 (stereo not drawn),?,-21,-14,i,4%,-6%,8%,-2%,-3%
Cc1nc2ncnn2c(N2CCN(C(=O)c3cccc(F)c3)CC2)c1Cc1ccccc1,-19%,6,21,-9%[57.5 µM],4%,-16%,-3%,-16%,-29%
CCOC(=O)C1CCN(C(=O)c2ccccc2N(C)S(C)(=O)=O)CC1,3%,-20,-18,?,1%,-27%,25%,1%,3%
Cc1ccccc1NC(=O)Cn1cnc2c(oc3nc4c(cc32)CCCC4)c1=O,18%,-2,17,i,1%,15%,-5%,-26%,-12%
COC(=O)c1ccccc1NC(=O)Cc1ccccc1OC,-5%,-2,-10,i,3%,?,7%,3%,-5%
O=C(CCC(=O)N1CCOc2ccccc21)NCCCN1CCCCC1,22%,-2,10,i,-7%,0%,7%,5%,-8%
O=C1C=C(O)CC(c2cccs2)C1 (stereo not drawn),9%,-6,2,i,0%,-19%,-1%,14%,1%
Cc1ccc(-c2nc(CSCC(=O)NC3CCN(Cc4ccccc4)CC3)c(C)o2)cc1,?,-21,-76*,-6%,-5%,-25%,2%,-13%,?
CC(C)(C)OC(=O)N1CCC[C@H]1c1nnc(SCc2ccc(Cl)cc2)o1,?,0,0,-15%,-3%,-2%,-4%,?,-55%
Cc1ccccc1NC(=O)Cn1cc(S(=O)(=O)c2ccccc2)c(=O)c2ccccc21,-5%,2,.,-17%,.,13%,1%,0%,-5%
CC(=O)CSc1nc(-c2ccccc2)c(-c2ccccc2)o1,?,-3,13,-23%,8%,16µM*,7%,-9%,1%
CC(=O)c1cccc(NC(=O)C2=CC(c3ccco3)=NS(=O)(=O)N2C)c1,12%&1%,-7&3,7,-19%&-54%,-7%,2%&-1%,5%,?,-2%&7%
Cc1ncc(C23CC4CC(CC(C4)C2)C3)[nH]1,?,-5,-55*,-34%[inhibitor],-1%,21%,5%,9%,5%
C=CCOc1ccc(CNc2nccs2)cc1OC,-20%,5,8,i,-2%,-8%,10%,4%,-2%
Cc1ccc(/C=N/NC(=O)C[n+]2ccccc2)o1,4%,-13,2,i,1%,-13%,9%,3%,12%
CCOc1ccc(N/C=C/C(=O)c2ccccc2)cc1,?,2,2,-25%,11%,24%,8%,-7%,-5%
NS(=O)(=O)c1ccc(NC(=O)c2c(Cl)cccc2Cl)cc1,-30%,-1,-11,i,1%,-27%,-1%,-24%,16%
O=C1C[C@@H]2CCN3C(=O)CCC[C@@H]([C@H]23)[C@H]1Cc1ccccc1,9%,15,29,-33%[inhibitor],-4%,5%,1%,-1%,1%
COC(CNc1ncnc2c1cnn2C)OC,-14%[7.66 µM],5,9,-3%,0%,11%,0%,7%,2%[7.66 µM]
CCCOc1ccc(-c2c(C(=O)N/N=C/c3ccc(OCC)cc3)nnn2-c2nonc2N)cc1,-5%,-3,-6,-18%,4%,25%,0%,-16%,-21%
C(=Cc1c[nH]c2ccccc12)c1nccc2ccccc12,?,0,5,-31%[inhibitor],21%,0%,-4%,?,109%[activator]
O=C(CSc1nc(C2CC2)nc2c1cnn2-c1ccccc1)Nc1c[nH]c(=O)[nH]c1=O,172%[activator],1,4,?,-4%,0%,21%,-1%,2%
COc1ccc(C)cc1NC(=O)CCNC(=O)Cn1cnc2ccccc2c1=O,-14%,-15,?,-4%,-1%,?,1%,0%,9%
CCCCC(=O)N(C)c1c(C)nc2ccc(C(=O)NCCN(C)C)cn12,17%,3,7,-2%,0%,19%,-3%,-7%,8%
CCC1(CC)NC(=O)N(CC(=O)OCC(=O)c2ccccc2OC)C1=O,42%[activator],-3,7,i,1%,-16%,9%,0%,-8%
Cc1nonc1OCCNCCNc1ccc([N+](=O)[O-])cc1Cl,?,-14,-13,i,7%,2%,4%,6%,-24%
O=C(CNC(=O)C1CCCCC1)Nc1ccc(Cl)cc1,8%,-1,101,i,-3%,5%,4%,-1%,-13%
COc1ccc(CNC(=O)c2ccc(C)o2)cc1,8%,0,-13,i,7%,23%,-8%,8%,-6%
Cc1ccccc1N=C1NC(=O)/C(=C/c2cccnc2)S1,?,10,?,i,5%,15%,12%,-5%,2%
COc1ccc(-c2cc(N)n(CCC#N)n2)c(OC)c1,7%,-7,-21,-22%[57.5 µM],0%,4%,-11%,6%,-15%
O=C(Nc1cccc(S(=O)(=O)N2CCCCC2)c1)c1ccc2c(=O)n3c(nc2c1)CCCCC3,?,12,11,-39%,2%,27%,4%,5.8µM*,?
CC(=O)N1CCN(c2ccc(NCc3ccc4c(c3)OCO4)cc2)CC1,3%,-7,13,i,6%,-1%,10%,-6%,-14%
COCCn1c(-c2ccc(F)cc2)nc2cccnc21,10%,-2,4,i,2%,7%,-4%,2%,-15%
Cc1cc(Nc2cccc(Cl)c2)nc2ccc(NC(=O)c3cncc(Br)c3)cc12,2µM*,-10,.,-20%,.,22µM*,-5%,?,?
O=C(CC1SCCNC1=O)Nc1ccccc1Cl (stereo not drawn),1%,1,5,i,0%,2%,1%,8%,11%
COc1ccc(-c2cn3nc(SCC(=O)NCC4CCCO4)ccc3n2)cc1 (stereo not drawn),?,-11,-4,-88%[inhibitor],0%,5%,-4%,-24%,235%[activator]
NC(=O)c1ccc([N+](=O)[O-])cc1SCc1ccccc1,20%,-6,38,i,0%,1%,1%,2%,-2%

# Quoted at random: 5 compounds from above.
SMILES,GLP1R inv ag,DRD3 agonist,DRD3 antagonist,PTHR1 agonist,aSyn rescue,TDP43 rescue,GLP-1R agonist,KB-V1 MDR tox,HEK293 tox
CCC1(CC)NC(=O)N(CC(=O)OCC(=O)c2ccccc2OC)C1=O,42%[activator],-3,7,i,1%,-16%,9%,0%,-8%
O=C(Nc1cccc(S(=O)(=O)N2CCCCC2)c1)c1ccc2c(=O)n3c(nc2c1)CCCCC3,?,12,11,-39%,2%,27%,4%,5.8µM*,?
NC(=O)c1ccc([N+](=O)[O-])cc1SCc1ccccc1,20%,-6,38,i,0%,1%,1%,2%,-2%
O=C(CC1SCCNC1=O)Nc1ccccc1Cl (stereo not drawn),1%,1,5,i,0%,2%,1%,8%,11%
CCCCC(=O)N(C)c1c(C)nc2ccc(C(=O)NCCN(C)C)cn12,17%,3,7,-2%,0%,19%,-3%,-7%,8%
